High-throughput results: PubChem, National Center for Advancing Translational Sciences (NCATS)
KDM5B inh = KDM5B demethylase inhibition; AID 1347165; Potency, µM (top dose mostly 57.7 µM), without a hit: top-dose activity change, negative = inhibition, hits mostly inhibitors; KDM5B demethylase, FDH-coupled NADH fluorescence (FDH is formaldehyde dehydrogenase); Q9UGL1; 220,000 compounds, 2.6% hits; active = well fitted inhibition curve with a large enough effect; inconclusive = small, poorly fitted or top-dose-only effect; inactive = no such curve, though single readings can be large or run the other way; also: 0% is about no effect; nearly all actives have a fitted effect of over 70% in size
Target sequence (Q9UGL1 whole entry, looked up): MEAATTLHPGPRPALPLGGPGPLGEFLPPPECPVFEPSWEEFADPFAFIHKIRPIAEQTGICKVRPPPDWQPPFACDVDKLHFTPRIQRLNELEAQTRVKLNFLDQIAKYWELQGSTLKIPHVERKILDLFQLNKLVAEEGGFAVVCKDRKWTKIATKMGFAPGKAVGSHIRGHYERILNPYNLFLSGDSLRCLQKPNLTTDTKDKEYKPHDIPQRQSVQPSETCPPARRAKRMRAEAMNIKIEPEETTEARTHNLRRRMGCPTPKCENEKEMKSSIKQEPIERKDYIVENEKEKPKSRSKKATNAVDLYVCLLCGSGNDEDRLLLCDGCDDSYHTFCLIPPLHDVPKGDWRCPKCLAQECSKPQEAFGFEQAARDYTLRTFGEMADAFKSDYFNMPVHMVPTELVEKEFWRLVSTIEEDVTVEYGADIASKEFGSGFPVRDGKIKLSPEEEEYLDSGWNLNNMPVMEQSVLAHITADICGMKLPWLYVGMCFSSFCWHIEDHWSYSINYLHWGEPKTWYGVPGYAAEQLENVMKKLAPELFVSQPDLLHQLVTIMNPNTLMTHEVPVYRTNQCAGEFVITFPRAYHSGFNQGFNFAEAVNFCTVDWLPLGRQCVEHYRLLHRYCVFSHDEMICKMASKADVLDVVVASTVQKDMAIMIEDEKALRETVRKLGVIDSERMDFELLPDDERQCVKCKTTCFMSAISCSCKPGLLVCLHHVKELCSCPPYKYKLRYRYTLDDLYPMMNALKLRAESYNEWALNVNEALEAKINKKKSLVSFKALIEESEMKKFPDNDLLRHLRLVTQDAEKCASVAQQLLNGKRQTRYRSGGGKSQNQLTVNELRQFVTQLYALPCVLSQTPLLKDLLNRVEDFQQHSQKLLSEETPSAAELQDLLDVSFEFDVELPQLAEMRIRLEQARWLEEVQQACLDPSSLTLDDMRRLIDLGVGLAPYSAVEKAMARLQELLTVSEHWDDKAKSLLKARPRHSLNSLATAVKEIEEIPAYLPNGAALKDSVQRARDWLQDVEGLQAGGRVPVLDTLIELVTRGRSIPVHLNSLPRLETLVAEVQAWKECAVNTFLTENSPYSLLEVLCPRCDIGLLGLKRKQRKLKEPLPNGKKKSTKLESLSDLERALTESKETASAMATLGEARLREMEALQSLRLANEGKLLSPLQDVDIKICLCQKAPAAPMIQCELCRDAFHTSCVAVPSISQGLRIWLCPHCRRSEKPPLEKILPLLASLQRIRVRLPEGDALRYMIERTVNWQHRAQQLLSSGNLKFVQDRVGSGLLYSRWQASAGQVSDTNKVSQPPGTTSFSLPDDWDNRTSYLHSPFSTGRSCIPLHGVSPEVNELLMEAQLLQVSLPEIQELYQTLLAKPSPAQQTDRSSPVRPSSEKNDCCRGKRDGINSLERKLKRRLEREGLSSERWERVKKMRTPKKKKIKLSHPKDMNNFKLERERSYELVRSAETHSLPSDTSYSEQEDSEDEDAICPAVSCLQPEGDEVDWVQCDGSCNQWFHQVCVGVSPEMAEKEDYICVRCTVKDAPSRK
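Coupled FDH/NAD⁺ fluorescence readout. KDM5BΔAP 200 nM final; compound titration, 10 min RT preincubation; substrate mix 12.5 µM H3K4me3, 25 µM 2-OG, 50 µM Fe(II), 100 µM ascorbate, 0.25 mM NAD⁺, 0.25 U/mL FDH; ΔRFU over 30 min.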
The depositor's hits bear a star; ? = inconclusive; [ ] = another dose, or the depositor's remark. Potency is read from the fitted curve at half-maximal effect.

| SMILES | KDM5B inh |
| --- | --- |
| CCOc1ccc(CC(=O)N2CCC3(CC2)C(=O)N(C)c2ccccc23)cc1 | -10.4% |
| COc1cc(/C=C2\CCC/C(=C\c3ccc(O)c(OC)c3)C2=O)ccc1O | -38.7% |
| Cn1cc(C(=O)N2CCN(S(=O)(=O)c3ccccc3)CC2)c2ccccc21 | 10.1% |
| COc1ccccc1NS(=O)(=O)c1cccc2nsnc12 | 22.6% |
| COc1cccc(CNC(=O)c2cccnc2Sc2ccccc2)c1 | 0.6% |
| Cc1ccc(N2/C(=N/c3nc(C)cc(C)n3)NC(=O)CC2C(=O)O)cc1 (centres undefined) | 33.2%[activator] |
| CCCS(=O)(=O)C/C(N)=N/OC(=O)c1ccccc1Cl | ? |
| CC(C)(C)CC(=O)Nc1cnc(-c2cccc(Cl)c2)nc1 | 1.1% |
| COc1ccc(OC)c2[nH]c(C(=O)NCC(=O)N3CCN(Cc4ccccc4)CC3)cc12 | -15.5% |
| C=CCOC(=O)COc1cc(C)cc2oc(=O)cc(-c3ccccc3)c12 | -0.5% |
| COc1ccccc1OCCn1cc(C(=O)c2cccs2)c2ccccc21 | ? |
| Cc1ccc(N)c(OCC(F)(F)F)c1 | -2.0% |
| Brc1ccc(-c2cnc(-c3ccccc3)o2)cc1 | ? |
| COc1cc(OC)cc(-c2onc(C)c2C(=O)NCc2ccccc2C)c1 | -12.1% |
| CCC(Sc1nc(-c2ccccc2)c(-c2ccccc2)[nH]1)C(=O)O (centres undefined) | ? |
| COCCCNc1ncnc2c1nnn2C | 5.5% |
| Cc1ccc2oc(C(=O)N3CCN(c4cccc(Cl)c4)CC3)cc(=O)c2c1 | 1.4% |
| O=C(NCc1ccccc1Cl)c1ccc(Cn2c(=O)c3cccn3c3cccnc32)cc1 | -12.6% |
| CCOC(=O)c1ccc(NC(=O)Cn2c(N(C)Cc3ccccc3)nc(C)cc2=O)cc1 | -29.1% |
| Cc1[nH]c2ccccc2c1C1c2ccccc2C(=O)N1CCC(=O)N1CCN(c2ccccc2)CC1 (centres undefined) | 3.3% |
| COc1cccc(COC(=O)c2ccc(-c3nnn(Cc4cccc(OC)c4)n3)cc2)c1 | -5.1% |
| O=C(c1ccc(F)cc1F)N1CCCN(c2cc(-c3ccccc3)[nH]n2)CC1 | -5.9% |
| CCC(=O)c1ccc(OC(=O)c2cc(Br)ccc2Cl)cc1 | 20.8% |
| CCCN1C(=O)C2(C(C(=O)c3ccc(C)o3)=C(O)C(=O)N2CCCOC)c2ccccc21 (centres undefined) | ? |
| Cc1ccc(/C=N/NC(=O)c2nnn(-c3nonc3N)c2CSc2ccccc2)cc1 | 8.1% |
| CN1C[C@H]2CNC[C@@]2(C(=O)NCc2ccccc2OCc2ccccc2)C1 | 8.6% |
| Cc1ccc(CN2CC3(Cc4ccccc4NC3=O)C2)cc1 | 9.9%[149 µM] |
| O=C(NCCc1ccccc1)N1CCCCC1c1noc(COCC2CC2)n1 (centres undefined) | -7.5% |
| CC(C)c1ccc(NC(=O)c2ccc3c(Cl)c4c(nc3c2)CCCC4)cc1 | 14.1% |
| O=C(NC1CCCC1)C1(c2cccc(Cl)c2)CCC1 | -9.5% |
| CCn1nc(C)cc1S(=O)(=O)N1CCC2(CC1)NC(=O)CC2C(=O)O (centres undefined) | ? |
| CC(C)n1cc2cc(C(=O)N3CCN(c4ccc(F)cc4)CC3)sc2c1 | ? |
| O=C(NC1CCCC1)c1cc(C2CC2)nc2onc(C3CCNCC3)c12 | 79.4µM* |
| COC(=O)[C@@H]1Cc2ncn(Cc3ccc(OC)cc3)c2CN1C(=O)c1ccc(C#N)cc1 | 9.3%[86.2 µM] |
| Cc1ccccc1CNC(=O)CCc1ccnc(N2CCOCC2)c1 | 22.4µM* |
| COCC(C)NC(=O)c1cc2cc(N(C)S(=O)(=O)c3ccc(Cl)cc3)ccc2s1 (centres undefined) | 2.5% |
| Cc1ccc(S(=O)(=O)NC2CC2)cc1C(=O)Nc1cccc2c1CCCC2 | -6.0% |
| Cc1nn(C)c(C)c1CC(=O)N1CCN(S(=O)(=O)c2c(C)c(C)c(C)c(C)c2C)CC1 | 25.4% |
| COc1ccc(C(=O)N2CCC3(CC2)NCCc2c3[nH]c3ccccc23)c(OC)c1 | -16.5% |
| Cc1cc(Cl)ccc1NS(=O)(=O)c1c(C(=O)N2CCCCCC2)c(C)n(C)c1C | 1.3% |
| Cc1cccc(NC(=O)C(C#N)C(=O)CC(C)(C)C)c1 (centres undefined) | ? |
| COC(=O)c1ccc(NC(=O)c2nc(-c3ccc(Cl)cc3)n3c2CCCCC3)cc1 | ? |
| Cc1cc2c(-c3ccccc3F)nc(-c3c(C)noc3C)cc2[nH]1 | 35.5µM* |
| Cc1ccc(C(=O)NC(O)C(=O)c2ccc(Cl)cc2)cc1 (centres undefined) | 10.0% |
| COc1cccc(NC(=O)C2(C)COCc3cnc(Nc4ccccc4)nc32)c1 (centres undefined) | ? |
| CN1C(C(=O)Nc2ccc(OC(F)(F)F)cc2)=CC(c2ccc3c(c2)OCO3)=NS1(=O)=O | 28.7% |
| Cc1ccc(NC(=O)CCn2cccn2)cc1Cl | -5.7% |
| O=c1c2cc3c(nc2[nH]c(=S)n1-c1ccccc1)CCCC3 | -2.4% |
| O=C(c1ccc(F)cc1)N1CCN(c2nnc3ccccn23)CC1 | 28.2µM* |
| O=C1NCc2ccccc2CC12CCCN2Cc1ccccc1OC(F)(F)F (centres undefined) | ? |
| CC(=O)c1c(SCC(=O)Nc2ccc(F)c(F)c2)nc(=O)[nH]c1C | -11.3% |
| Cc1cnc(C(=O)N2CCCC(C(=O)c3ccc(Cl)cc3C)C2)cn1 (centres undefined) | 3.8% |
| CCCCCC/C(=N\NC(N)=O)c1ccccc1 | -6.3% |
| COc1ccc(CNC(=O)c2ccc3c(c2)NC(=O)CS3)cc1OC | -17.6% |
| O=C(CCCn1c(=O)[nH]c2ccccc2c1=O)NCc1ccccc1Cl | ? |
| Cc1ccccc1-n1nc(C)c(CCC(=O)NCC(C)C)c1Oc1cccc(F)c1 | 22.4µM* |

Next section:
| SMILES | KDM5B inh |
| --- | --- |
| O=C(NCC(=O)N1CCN(c2ccccn2)CC1)c1cncc(Br)c1 | ? |
| CC(C)OCCCNC(=O)Cn1ccc2cc(S(=O)(=O)N3CCCCCC3)ccc21 | -59.6% |
| COc1ccc(/C=C(/C#N)c2nc3ccccc3[nH]2)cc1OC(F)F | ? |
| O=C(NCc1cccc(F)c1)C1=Cc2cc(Br)ccc2OC1 | -25.6% |
| Cc1cc2c(-c3cccc(OC(C)C)c3)nc(-c3c(C)noc3C)cc2[nH]1 | 15.8µM* |
| O=C(C1CCOCC1)N1CC2CC(C1)[C@H]1CCCC(=O)N1C2 (some centres undefined) | 12.8% |
| O=C(N[C@@H](Cc1ccccc1)C(=O)O)c1cccs1 | 14.7% |
| Cc1cc(C)cc(NC(=O)CSCc2cc(=O)c3ccc(C)c(C)c3[nH]2)c1 | -3.7% |

Some of these compounds in order of the KDM5B inh value, ascending:
| SMILES | KDM5B inh |
| --- | --- |
| CC(C)OCCCNC(=O)Cn1ccc2cc(S(=O)(=O)N3CCCCCC3)ccc21 | -59.6% |
| O=C(NCc1cccc(F)c1)C1=Cc2cc(Br)ccc2OC1 | -25.6% |
| Cc1cc(C)cc(NC(=O)CSCc2cc(=O)c3ccc(C)c(C)c3[nH]2)c1 | -3.7% |
| O=C(N[C@@H](Cc1ccccc1)C(=O)O)c1cccs1 | 14.7% |

Continued.
| SMILES | KDM5B inh |
| --- | --- |
| O=C(c1cn2c(n1)CN(C(=O)c1ccccc1F)CC2)N1CCOCC1 | -17.3%[115 µM] |
| CN1CCC2(Cc3ccccc3CN(C(=O)CCC(=O)O)C2)C1 (centres undefined) | -0.7%[149 µM] |
| O=C1Nc2cccnc2N(C(=O)CCl)c2ccccc21 | -3.7% |
| COc1ccc(OC)c(NC(=O)CN(c2ccccc2OC)S(=O)(=O)c2ccc(C)cc2)c1 | ? |
| O=C(NC[C@H]1OC[C@@H](NCc2cccs2)[C@@H]1O)Nc1ccccc1 | -2.8%[86.2 µM] |
| COCC1CN(C(C)=O)CC12CCN(C(=O)c1ccc(OC)nc1OC)CC2 (centres undefined) | -1.6% |
| CC(NC(=O)CNC(=O)c1cccs1)c1ccc2ccccc2c1 (centres undefined) | -10.1% |
| Cc1nn(-c2ccc(C(F)(F)F)cc2)c(C)c1[C@@H]1C=C[C@@H](NCc2ccc(N(C)C)cc2)C1 | ? |
| Cc1ccccc1COc1ccc2oc(C)c(C(=O)O)c2c1 | -4.3% |
| O=S(=O)(NCC(c1cccnc1)S(=O)(=O)c1ccccc1)c1ccc(Cl)cc1 (centres undefined) | 5.0% |
| CN(C)c1oc(-c2ccco2)nc1S(=O)(=O)c1ccc(F)cc1 | ? |
| C/C(Cl)=C\CNCc1ccco1 | 3.0% |
| CC(C)CN1C(=O)c2cccn2CC1CNC(=O)Cc1cccc(F)c1 (centres undefined) | 4.1% |
| CCC(CC)C(=O)NC[C@H]1O[C@@H](CC(=O)NC(C)C)[C@H](O)[C@@H]1O | -6.2%[86.2 µM] |
| Cc1cnc(NC(=O)c2nn(Cc3ccccc3)c(=O)c3ccccc23)s1 | -3.4% |
| COc1ccccc1Nc1nn2c(=O)c3ccc(C(=O)NCCCOC(C)C)cc3nc2s1 | -19.8% |

2 entries picked at random from those above, as already listed:
| SMILES | KDM5B inh |
| --- | --- |
| Cc1cnc(NC(=O)c2nn(Cc3ccccc3)c(=O)c3ccccc23)s1 | -3.4% |
| O=S(=O)(NCC(c1cccnc1)S(=O)(=O)c1ccccc1)c1ccc(Cl)cc1 (centres undefined) | 5.0% |

The list goes on:
| SMILES | KDM5B inh |
| --- | --- |
| CCCCCNc1ncnc2c1CN(c1ccc(OC)cc1)C(=O)CN2C | 5.1% |
| C=C(C)CC1(Nc2ccccc2C)CCCCC1 | -4.5% |
| CCC1CCCCN1CCCNC(=O)c1ccc2c(c1)sc1nc(-c3ccc(F)cc3)cn12 (centres undefined) | ? |
| Cc1cn2nc(C(=O)N3CCC(NC(=O)CCC4CCCC4)CC3)cc2c(=O)[nH]1 | ? |
| COc1cc(OC)cc(C(=O)Nc2cccc(-c3cn4ccsc4n3)c2)c1 | ? |
| COc1ccc(-c2cc(N3CCCN(C(=O)c4ccc(Cl)cc4)CC3)n[nH]2)cc1 | -22.6% |
| Cc1ccc(C)c(CN2C(=O)c3ccccc3S(=O)(=O)c3ccc(C(=O)N4CCCC4)cc32)c1 | 6.4% |
| O=C(NCc1ccccc1Cl)c1ccc2c(c1)N(Cc1ccccc1)CCS2 | ? |
| COc1ccccc1C(CNC(=O)C1COc2ccccc2O1)N1CCCC1 (centres undefined) | -5.2% |
| CCn1ncc(C(=O)N2C[C@@H](COC)[C@H](c3nc(C4CC4)no3)C2)c1C | 14.4% |
| Nc1nc(NCc2ccccc2Cl)c2[nH]cnc2n1 | 25.0% |
| COc1cc(/C=C2/NC(=O)NC2=O)cc(I)c1OCc1cccc(C(=O)O)c1 | 6.8% |
| O=C(c1ccc[nH]1)c1cc2cc(Br)ccc2o1 | 12.0% |
| O=C(Nc1ccc(Br)cc1)C(Cc1ccccc1)NS(=O)(=O)c1cccc2nsnc12 (centres undefined) | -13.9% |
| COc1ccc(CNC(=O)CCN2C(=O)c3ccncc3C2=O)cc1OC | 33.0% |
| Cc1nc(-c2ccccc2OC2CN(S(=O)(=O)c3c(C)noc3C)C2)no1 | -5.6% |
| CC(C)NC(=O)N[C@H]1CCN2C(=O)c3cc(-c4cccc(C(F)(F)F)c4)ccc3NC(=O)[C@H]12 | ? |
| CN(Cc1ccccc1)C(=O)C1CCN(c2cc(C3CC(O)C3)ncn2)CC1 (centres undefined) | 6.5% |
| Cc1ccc(F)cc1CNC(=O)C1CCC(=O)N(C2CC2)C1 (centres undefined) | 19.3% |
| COc1ccc(NC(=O)CN2C(=O)NC3(CCOCC3)C2=O)cc1 | -5.2% |
| CCC(CC)c1nnc(NC(=O)c2cc(=O)[nH]c3ccccc23)s1 | -5.6% |
| CCSc1nc(N)c(C#N)c(CC)c1C#N | 4.7% |
| Cn1c(=O)c(=O)n(C)c2cc(S(=O)(=O)CCC(=O)Nc3cccc(C(F)(F)F)c3)ccc21 | -26.7% |
| CSc1cccc(NC(=O)NC(C)c2ccc(Cl)s2)c1 (centres undefined) | 4.9% |
| NCC1CC2CCC1C2 (centres undefined) | 13.4% |
| NS(=O)(=O)c1ccc(NC(=O)c2ccc([N+](=O)[O-])cc2[N+](=O)[O-])cc1 | -0.3% |
| COc1ccc(Cn2cc(C(C(=O)O)N(C)Cc3nnc(C)o3)cn2)cc1 (centres undefined) | ? |
| CC(=O)Nc1cccc(-c2ccnc(-c3nnc(C)n3CCN3CCOCC3)c2)c1 | ? |
| CCN(C(=O)CCC(=O)N1CCC(C)(c2noc(-c3ccccn3)n2)CC1)c1ccccc1 | 17.7% |
| c1ccc(-c2cc(CC3(NCC4CC4)COC3)no2)nc1 | ? |
| N#Cc1c(NCCO)nc(-c2ccco2)c2c1CCCC2 | ? |
| COc1ccccc1C(=O)Nc1cnc2sc3c(n2c1=O)CCCC3 | -10.0% |
| Cc1ccc(-c2ccc(CN)cc2)c(C)c1 | 5.6%[149 µM] |
| Cc1cccc(NC(=O)C(C)(C)c2ccc(Cl)cc2)n1 | 5.9% |
| CCN(CC)S(=O)(=O)c1cccc(NCc2ccccc2C#N)c1 | 13.1% |
| CCOC(=O)N1CCN(C(=O)c2c(-c3c(Cl)cccc3Cl)noc2C)CC1 | 9.7% |
| COc1ccc(N2CC(C(=O)NCCc3ccc(Cl)cc3)NC2=O)cc1 (centres undefined) | 2.7% |
| CN1CC(=O)N(c2ccc(Cl)cc2)Cc2c(NCC3CC3)ncnc21 | -14.1%[115 µM] |
| Cc1cccc(-c2cc(C(=O)N3CCN(c4ncccn4)CC3)c3ccccc3n2)c1 | 5.6% |
| O=C(Nc1cccc(Cl)c1Cl)c1cc(S(=O)(=O)NCCc2ccccc2)ccc1F | ? |

These rows are one share of the data, so the mix of outcomes need not match the whole.
